Bioassay records as filed in PubChem.
HSF-1 act = increases HSF-1 driven luciferase reporter signal; NIH3T3-HGL HSF-1 luciferase reporter, MG132, 8 h; 100% = twice DMSO control signal; activation, % at 9 µM; hit rate 1.7% among 300,000; AID 504408;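 active = mean replicate activation of at least 50% with a set share of replicates each reaching 50%; inconclusive = only one of those two conditions met; inactive = mean below 50% and too few replicates reaching it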;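 also: 0% = median of the neutral control wells and 100% = twice that signal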
DYRK1A inh = Dyrk1A (rat) kinase inhibition | inhibition, % at 12.5 µM | AID 504441 | ADP-Glo luminescence, NFATc1 peptide | hit rate 0.43% among 310,000; in the data active = inhibition above about 50%;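 also: plate controls were vehicle with enzyme for no effect and no enzyme for full effect; many of its hits are not listed in these tables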
Platelet DG rel = platelet dense granule release activity. human platelet-rich plasma, SFLLRN dense granule ATP release, luminescence. inhibition, %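 (compounds screened at 7.5 µM in platelet-rich plasma)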. hit rate 0.22% among 300,000. AID 1663;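 active = mean replicate score, as percent of positive control, at or above 50; inconclusive = mean below 50 but at least one replicate at or above 50; inactive = mean and every replicate below 50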
AI-2 QS modul = Vibrio harveyi AI-2 quorum sensing modulation | activity change, % at 7.5 µM | Vibrio harveyi JMH597 AI-2 luminescence/OD600 ratio, 9 h; active compounds read low; strain lacks LuxN and CqsS sensors; 0 = neutral-control median | hit rate 0.4% among 300,000; in the data active = activity change below about -75%, passing the limit was not always enough; inconclusive = no clear call, values can overlap the other calls;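 also: luminescence divided by OD600 gain over 9 h not by final OD600 alone; inactives centre near 13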
GSK3beta inhib = human GSK3beta kinase inhibition; AID 2097; hit rate 0.038% among 300,000; GST-GSK3beta kinase, ADP-Glo luminescence, 60 min; active compounds read low; activity score (negative = inhibition), % at 10 µM; P49841;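 active = more than half of replicate wells score below -50%, meaning over 50% inhibition versus plate controls; inconclusive = some replicates but at most half score below -50%; inactive = no replicate scores below -50%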;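 also: 0% = median DMSO wells and -100% = median GW8510 positive control wells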
Target sequence (P49841 whole entry, looked up): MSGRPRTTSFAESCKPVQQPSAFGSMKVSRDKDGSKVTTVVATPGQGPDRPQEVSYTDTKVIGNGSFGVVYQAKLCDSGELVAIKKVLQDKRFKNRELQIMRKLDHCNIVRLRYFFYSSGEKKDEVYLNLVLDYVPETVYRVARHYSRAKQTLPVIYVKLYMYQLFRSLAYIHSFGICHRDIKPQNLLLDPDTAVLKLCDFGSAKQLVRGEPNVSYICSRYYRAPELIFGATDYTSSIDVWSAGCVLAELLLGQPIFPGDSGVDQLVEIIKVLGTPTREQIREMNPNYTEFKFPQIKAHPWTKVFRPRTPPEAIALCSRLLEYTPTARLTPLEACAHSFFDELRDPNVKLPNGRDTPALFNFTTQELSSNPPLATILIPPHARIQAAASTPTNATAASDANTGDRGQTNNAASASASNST
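Assay system: GST-fused GSK3beta enzyme, cell-free / Medium: Tris pH 7.5 buffer with MgCl2, DTT, BSA, heparin / Also added: peptide substrate plus 25 µM ATP (final) / Compound: 10 µM single point / Timing: kinase reaction with compound 60 min at room temperature / Detection: ADP-Glo luminescence / Benchmarks: DMSO neutral wells and GW8510 at 20 µM as positive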
HSF1 inh = HSF1 inhibition; NIH3T3-HGL HSE-luciferase, MG132-induced, luminescence 8 h; active compounds read low; activity change, negative = inhibition, % at 7.5 µM (by protocol); hit rate 0.77% among 300,000; AID 2098;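 active = more than half of replicate wells show activity change below -50%, luminescence cut by over half; inconclusive = some wells, but at most half, below -50%; inactive = no replicate well below -50%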;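 also: luciferase reports HSF-1 transcriptional activity via heat shock element; 0% = median of DMSO wells and -100% = zero luminescence signal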
PolyA inh = yeast polyadenylation inhibition; calls only at 12 µM; hit rate 0.02% among 300,000; AID 1875; S. cerevisiae SKY197-pL101 polyadenylation reporter, beta-gal luminescence; efflux-impaired pdr1/pdr3 knockout yeast; score 100 = 6 SD above DMSO;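 active = lowest replicate activity score at least 50, where 100 means six control SD above control mean; inconclusive = lowest score under 50 but half or more replicates reach 50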;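 also: yeast exposed to compound for 9 h at 30 °C; higher score means more reporter readthrough which indicates perturbed polyadenylation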
GSK3 alpha inh = blocks human GSK-3 alpha kinase. P49840. ADP-Glo luminescence, 60 min. inhibition, % at 10 µM. hit rate 0.1% among 320,000. AID 2650;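 in the data active = inhibition above about 50%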;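 also: GST-tagged GSK-3 alpha with peptide substrate and 25 µM ATP; 0% = DMSO neutral wells and 100% = GW8510 positive control wells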
HDAC3 inhib = human HDAC3 inhibition; O15379; inhibition, % at 8.3 µM; recombinant HDAC3, fluorogenic peptide/trypsin coupled, fluorescence; hit rate 0.15% among 320,000; AID 2718; in the data active = inhibition above about 26%, passing the limit was not always enough; inconclusive = no clear call, values can overlap the other calls
Target sequence (O15379 whole entry, looked up): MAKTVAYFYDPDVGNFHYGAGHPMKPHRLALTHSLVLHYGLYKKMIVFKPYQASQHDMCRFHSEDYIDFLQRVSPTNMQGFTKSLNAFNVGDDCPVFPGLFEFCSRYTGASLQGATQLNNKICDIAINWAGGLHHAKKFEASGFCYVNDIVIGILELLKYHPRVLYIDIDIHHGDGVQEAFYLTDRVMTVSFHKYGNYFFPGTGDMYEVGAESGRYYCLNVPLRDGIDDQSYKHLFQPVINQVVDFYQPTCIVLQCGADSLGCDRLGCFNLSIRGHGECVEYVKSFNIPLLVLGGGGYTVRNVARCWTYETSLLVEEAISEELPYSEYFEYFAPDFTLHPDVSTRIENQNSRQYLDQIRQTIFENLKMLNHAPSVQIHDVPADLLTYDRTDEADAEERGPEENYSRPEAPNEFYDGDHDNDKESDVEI
HSP90 refold inh = HSP90 refolding inhibition in rabbit reticulocyte lysate; luciferase refolding luminescence, 3 h; inhibition, % at 5.6 µM; hit rate 0.91% among 290,000; AID 1789;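 active = inhibition above the screen-wide mean plus 3 SD, computed separately per campaign, cut at about 16% in these data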;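 also: 0% = DMSO wells and 100% = 60 µM geldanamycin wells; inhibitors lower the luminescence because luciferase stays unfolded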
* hit, by the source's call; i = inactive; ? = inconclusive; . = not tested or not shown; & = joins results of further samples. An excerpt, so the mix of outcomes need not match the whole.

SMILES	HSF-1 act	DYRK1A inh	Platelet DG rel	AI-2 QS modul	GSK3beta inhib	HSF1 inh	PolyA inh	GSK3 alpha inh	HDAC3 inhib	HSP90 refold inh
CN(CC(=O)NC1CC(C)(C)NC(C)(C)C1)S(=O)(=O)c1ccc(Br)cc1	5	-5	-9	12	1	1	i	0	4	-3
COc1ccc(-c2csc(C)n2)cc1Br	29	2	7	5	-3	19	i	.	.	-2
O=C(NC1CCCC1)c1cccnc1N1CCCCCC1	-1	1	-5	48	1	-4	i	-5	-2	3
CC1(C)CC(=O)C=C(NCCCN2CCCC2=O)C1	-1	-4	0	21	-4	-1	i	8	-2	0
O/N=C(\c1ccccc1)c1nccc2ccccc12	-5	1	14	5	1	-1	i	-3	3	2
CC(=O)C1=C(C)NC(=O)NC1c1ccc(Cl)cc1 (centres undefined)	.	-3	-1	23	-2	.	i	-1	5	-2
O=c1oc2ccccc2c(O)c1CN1CCCCC1	-4	6	-2	28	3	-6	i	.	0	0
N#C/C(=C\c1cn(-c2ccccc2)nc1-c1ccccc1)S(=O)(=O)c1ccccc1	1	-2	-12	10	1	-8	i	-1	-6	-4
COCCn1c(=S)[nH]c2ccccc21	6	0	17	6	-4	-2	i	-1	-5	1
Cc1ccc(-c2csc(N3CCC[C@@H]3C(=O)NCCn3c(-c4ccncc4)nc4ccccc43)n2)cc1	-11	8	-4	5	1	2	i	0	1	-6
Cc1ccccc1CSc1nnc(C)c(=O)[nH]1	1	0	4	35	0	-2	.	-2	-4	-3
CSc1nsc(SCC(=O)N2CCN(c3ccccc3)CC2)n1	1	4	11	12	-1	-5	i	7	-6	5
Cc1ccc(NC(=O)Cc2nnc(SCC(=O)c3ccc(Br)cc3)n2C)cc1	-2	-5	1	13	-5	3	i	1	-2	9
O=C(Cn1ncc2c([nH]c3ccccc32)c1=O)N1CCCCC1	-4	-5	1	20	1	-5	i	-1	-2	-2
O=C(Nc1cc([N+](=O)[O-])ccc1N1CCCC1)c1cccs1	2	2	2	11	-2	-1	i	0	4	-2
CCCCCCCCCCCCCCCCn1cc[n+](C)c1	-29&-34	0	-2&6	?	-18&-5	-26&-37	i	24	?	0&0
CN(CC(=O)Nc1cccc(F)c1)C(=O)c1cc(S(=O)(=O)N(C)C)ccc1N1CCCC1	1	3	31	17	1	-5	i	-3	4	-5
c1ccc2c(N3CCCCC3)nc(N3CCCC3)nc2c1	-13	-5	1	22	-2	-10	i	-1	5	2
CCOc1ccc(S(=O)(=O)N2CCC(C(=O)NCc3cccnc3)CC2)cc1C	-17	1	9	10	3	-5	i	-4	-1	-5
Cc1cc(C(=O)N2CCC(C(F)(F)F)n3nccc32)on1 (centres undefined)	22	-19	-7	19	-3	-3	i	1	2	0
Cc1cc(/C=C2\SC(=S)N(Cc3ccco3)C2=O)c(C)n1-c1cccnc1	9	-8	-7	15	0	4	i	.	.	0
CC(=O)N1c2ccc(S(=O)(=O)N3CCC(C(=O)NCc4ccccc4)CC3)cc2CC1C (centres undefined)	-11	-5	20	14	-1	-5	i	-1	5	-4
COc1c2c(nc3ccccc13)OC(C(C)(O)COC(C)=O)C2 (centres undefined)	-8	3	-3	3	-1	-2	i	-1	-8	-1
COc1cc(/C=C(\C#N)C(=O)Nc2ccc3c(c2)OCCO3)ccc1O	14	.	5	21	3	14	i	0	5	3
Cc1cc(C(=O)N2CCN(c3cc(Cl)ccc3C)CC2)on1	-1	1	-1	34	2	2	i	1	-1	-4

The final 6 records of the section above open the next one.
SMILES	HSF-1 act	DYRK1A inh	Platelet DG rel	AI-2 QS modul	GSK3beta inhib	HSF1 inh	PolyA inh	GSK3 alpha inh	HDAC3 inhib	HSP90 refold inh
Cc1cc(C(=O)N2CCC(C(F)(F)F)n3nccc32)on1 (centres undefined)	22	-19	-7	19	-3	-3	i	1	2	0
Cc1cc(/C=C2\SC(=S)N(Cc3ccco3)C2=O)c(C)n1-c1cccnc1	9	-8	-7	15	0	4	i	.	.	0
CC(=O)N1c2ccc(S(=O)(=O)N3CCC(C(=O)NCc4ccccc4)CC3)cc2CC1C (centres undefined)	-11	-5	20	14	-1	-5	i	-1	5	-4
COc1c2c(nc3ccccc13)OC(C(C)(O)COC(C)=O)C2 (centres undefined)	-8	3	-3	3	-1	-2	i	-1	-8	-1
COc1cc(/C=C(\C#N)C(=O)Nc2ccc3c(c2)OCCO3)ccc1O	14	.	5	21	3	14	i	0	5	3
Cc1cc(C(=O)N2CCN(c3cc(Cl)ccc3C)CC2)on1	-1	1	-1	34	2	2	i	1	-1	-4
Cc1ccc(C(=O)Nc2nc3ccccc3n2CCN2CCCC2)cc1	34	-3	6	0	-1	16	i	-4	3	5
CC1(C)C(=O)N(c2ccccc2)C1c1ccccc1O (centres undefined)	13	2	10	21	2	-2	i	4	4	-1
O=C(CC12CC3CC(CC(Br)(C3)C1)C2)OCCN1CCCCC1	11	.	9	17	-2	0	i	-1	-1	0
COc1cc2c(cc1OC)CN(C(=O)CN1CCN(S(=O)(=O)c3ccccc3)CC1)CC2	-2	5	4	8	4	-7	i	-3	-6	-1
Cn1c2c(c(=O)n(C)c1=O)NC1(N2)C(=O)Nc2ccccc21 (centres undefined)	6	-1	-4	15	3	-3	i	1	-6	-2
Cc1ccc(C)c(N2CCN(C(=O)C3CCCN(S(=O)(=O)c4c(C)noc4C)C3)CC2)c1 (centres undefined)	.	5	.	.	.	.	.	-1	10	-3
CCCCCCSc1ccc([C@H]2N[C@@](Cc3ccccc3)(C(=O)OC)[C@H]3C(=O)N(C)C(=O)[C@@H]23)cc1OC	6	5	0	14	-4	6	i	-2	0	.
Cc1c(N=C2Nc3cccc4cccc2c34)c(=O)n(-c2ccccc2)n1C	9	-4	5	43	3	-2	i	1	7	3
COc1ccc(C(=O)NCC(c2cccs2)N2CCc3ccccc32)c(OC)c1 (centres undefined)	18	6	5	10	4	6	i	2	6	.
Cc1ccc(NC(=O)CN2C(=O)N/C(=C/c3ccco3)C2=O)cc1	3	10	6	-8	0	2	i	0	15	0
OCCSc1nc(N2CCOCC2)nc(N2CCOCC2)n1	2	-2	5	11	2	-8	i	-2	1	4
O=C(C[n+]1ccn(-c2ccccc2)c1)c1ccc([N+](=O)[O-])cc1	7	11	1	6	0	-6	i	-3	1	3
O=Cc1c(Cl)nc2ccccn2c1=O	6	3	-2	-8	-3	-1	i	1	-2	-5
COc1cnc(-c2ccccc2)nc1Sc1ccccc1	11	-1	6	31	0	6	i	4	2	-5
CCc1cc2c(=O)n(N)c(CCC(=O)O)nc2s1	-17	8	-27	9	-1	7	i	-2	2	-5
COc1cc(N2CCCC2)ccc1[N+](=O)[O-]	-38	0	1	21	-1	?	i	8	5	0
O=C(CN1C(=O)NC2(CCCC2)C1=O)N1CCN(S(=O)(=O)c2ccccc2)CC1	-11	-1	7	24	4	-6	.	0	3	-3
CCOC(=O)Cn1c(=NC(=O)c2cccs2)sc2cc(C(=O)OC)ccc21	24	-3	1	3	0	5	i	1	-3	3
CN(Cc1ccccc1)C(=O)CCn1c(=O)oc2ccccc21	-58	3	0	1	-1	-48	i	0	7	1
Cn1c(SCc2ccc([N+](=O)[O-])cc2)nc2c(c1=O)SCC2	14	.	8	22	0	11	.	0	2	-1
COc1ccc(C(=O)CSc2nnc(CN3CCCC3)n2-c2ccc(F)cc2)c(OC)c1	19	4	-4	15	1	13	i	-5	-1	0
O=C(O)C(Cc1c[nH]c2ccccc12)NS(=O)(=O)c1cccc(Cl)c1Cl (centres undefined)	-1	-6	-1	13	3	-8	i	2	2	-5
O=C(CNC(=O)C12CC3CC(CC(C3)C1)C2)N/N=C\c1ccccn1	17	.	2	6	3	2	i	1	-8	2
COc1ccc(CCNC(=O)Cn2nnc(C(=O)Nc3cccc(C)c3C)c2N)cc1OC	5	.	8	11	-1	2	i	-5	-6	-6
CCC(C)(C)n1nnnc1C(c1ccccc1)N1CCN(Cc2ccccc2)CC1 (centres undefined)	12	-1	2	12	2	0	i	5	0	4

Further results:
SMILES	HSF-1 act	DYRK1A inh	Platelet DG rel	AI-2 QS modul	GSK3beta inhib	HSF1 inh	PolyA inh	GSK3 alpha inh	HDAC3 inhib	HSP90 refold inh
Cc1c(C(=O)Nc2ccc(F)cc2)cn2c(nc3ccccc32)c1C#N	-5	-5	-6	5	0	1	i	3	-1	-5
O=C(COc1ccccc1[N+](=O)[O-])Nc1cc(C(=O)O)cc(C(=O)O)c1	-12	-6	-6	9	-2	-4	i	0	6	1
Cc1ccc([N+](=O)[O-])c(C(=O)Nc2cccnc2Cl)c1	-10	3	8	3	4	-4	i	-4	-6	0
Fc1ccc(N/N=C2/CCSc3sccc32)c(F)c1	-7	.	36	16	4	-1	i	8	2	0
COc1ccc(-n2nc3c(c2NC(=O)c2cc(Br)ccc2Cl)CS(=O)C3)cc1 (centres undefined)	5	-6	20	15	-1	6	i	-1	3	1
CC(CCc1ccccc1)NC(=O)C(=O)N1CCOCC1 (centres undefined)	2	-5	-1	23	0	-3	i	1	-1	-4
Cc1cc(C(=O)CSc2nc3ccc(Cl)cc3[nH]2)c(C)n1C	24	1	-2	26	-3	12	i	0	-5	0
O=C(CN1CCC(O)(c2cccc(C(F)(F)F)c2)CC1)NCCc1ccccc1	-4	5	16	.	.	-2	i	-2	-2	-2
Cc1ccc(C)c(NC(=O)CN(C)C(=O)CSCc2c(C)noc2C)c1	-12	9	-2	23	1	1	i	-1	?	.
Cc1ccc(NC(=O)c2c(C)nc3ccccn23)cc1C	41	4	16	16	0	13	i	0	-5	0

In the list so far, these contain a COOH group.
SMILES	HSF-1 act	DYRK1A inh	Platelet DG rel	AI-2 QS modul	GSK3beta inhib	HSF1 inh	PolyA inh	GSK3 alpha inh	HDAC3 inhib	HSP90 refold inh
CCc1cc2c(=O)n(N)c(CCC(=O)O)nc2s1	-17	8	-27	9	-1	7	i	-2	2	-5
O=C(O)C(Cc1c[nH]c2ccccc12)NS(=O)(=O)c1cccc(Cl)c1Cl (centres undefined)	-1	-6	-1	13	3	-8	i	2	2	-5
O=C(COc1ccccc1[N+](=O)[O-])Nc1cc(C(=O)O)cc(C(=O)O)c1	-12	-6	-6	9	-2	-4	i	0	6	1
